TROY NFkB inh – blocks TROY-dependent signaling in reporter cells | Q293 LMP1-TROYcd NF-kB luciferase reporter, 4 h | inhibition, % at 10 µM | 360,000 tested, 0.98% active;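 active means compounds whose plate-normalised and pattern-corrected inhibition of the luciferase reporter signal at the single screening dose is 50% or more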
TLR9-MyD88 inh – TLR9-MyD88 interaction inhibition; 340,000 tested, 0.21% active; CHO BLA complementation TLR9-MyD88, CCF4 FRET ratio; Q9NR96+Q99836; inhibition, % at 4.98 µM;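 active means inhibition above the mean over all tested compounds plus 3 SD, cut at about 21% in these data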;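 further: 0% = DMSO only wells and 100% = clavulanate BLA inhibitor control wells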
EBV LMP1 NFkB – inhibitors of Epstein-Barr LMP1-induced NF-kappaB reporter | LMP1-induced NF-kappaB luciferase reporter cells, luminescence | inhibition, % at 12.5 µM | 350,000 tested, 0.69% active | AID 504558; in the data active means inhibition above about 41%; inconclusive means no clear call, values can overlap the other calls;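 further: 0% = neutral control wells and 100% = reference inhibitor control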
NR2F2 inh – NR2F2 (human) inhibition, primary screen; inhibition, % at 8.6 µM; HEK293T NGFI-A luciferase reporter, luminescence; P24468; 370,000 tested, 0.7% active;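 active means inhibition above a per-plate cutoff, mean inhibition of test wells between control levels plus 3 SD, cut at about 38% in these data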;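 further: cells cotransfected with COUP-TFII expression vector driving the NGFI-A reporter; 0% = median of COUP-TF2 test wells and 100% = reporter-only cells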
NCOA2 inhibitor – inhibits human steroid receptor coactivator 2; Q15596; HEK293 GAL4-SRC2 luciferase reporter, luminescence; 370,000 tested, 0.17% active; inhibition, % at 9 µM; AID 651957;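 active means inhibition above the mean inhibition of all tested compounds plus 3 SD, set per campaign, cut at about 52% in these data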;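 further: 0% = DMSO treated cells and 100% = cells given Gossypol at 36 µM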
Vif imaging – blocks HIV Vif function. HEK293T cells, Vif self-association by quenched fluorescence, imaging, 24 h. inhibition, % at 7.49 µM. 340,000 tested, 0.35% active; in the data active means inhibition above about 50%, passing the limit was not always enough; inconclusive means no clear call, values can overlap the other calls; inactive means below about 31%; further: some results filed as inactive read as strong as hits
NCOA1 inh – inhibits human SRC1 coactivator; Q15788; HEK293 GAL4-SRC1 luciferase reporter, luminescence; inhibition, % at 3.6 µM; 360,000 tested, 0.12% active;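 active means inhibition above the campaign mean plus 3 SD, with each screening campaign given its own cutoff, cut at about 60% in these data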;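 further: 0% = DMSO treated cells and 100% = gossypol at 36 µM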
NCOA3 inh – inhibitors of human steroid receptor coactivator 3 (SRC3); AID 588352; HEK293 GAL4-SRC3 luciferase reporter, luminescence; 360,000 tested, 0.17% active; inhibition, % at 3.6 µM;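 active means inhibition above a per-campaign cutoff, the mean of all compounds plus 3 SD, cut at about 60% in these data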;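 further: 0% = DMSO-treated cells and 100% = gossypol-treated cells at 36 µM; higher means less SRC3-driven luciferase light from the GAL4 reporter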
TRAIL sens C8 – caspase-8 TRAIL sensitization; inhibition (viability loss, TRAIL sensitization), % at 10 µM; AID 624354; NB7+C8 cells + TRAIL, ATPlite viability luminescence; 360,000 tested, 1% active;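 active means compounds causing at least 50% loss of cell viability in the single-dose screen, relative to plate controls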
NOD2 RIPK2 PPI – NOD2-RIPK2 protein interaction inhibition; O43353; CHO BLA complementation NOD2-RIPK2, CCF4 ratio; inhibition, % at 4.98 µM; 360,000 tested, 0.38% active; AID 624267; in the data active means inhibition above about 21%;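 further: 0% = vehicle only and 100% = reference blocker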
NR5A2 inv ag – inverse agonists of human LRH-1 (NR5A2); 360,000 tested, 0.13% active; HEK293T StAR-luciferase reporter, LRH-1 transfected, 24 h; AID 602396; inhibition, % at 3.6 µM;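 active means inhibition above the mean inhibition of all tested compounds plus 3 SD, cut at about 73% in these data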;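 further: 0% = DMSO wells and 100% = reporter-only cells lacking LRH-1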
The depositor's hits bear a star; ? = inconclusive; nt = not tested or not shown. A portion of the library. The share of hits here may be higher or lower than overall.

SMILES	TROY NFkB inh	TLR9-MyD88 inh	EBV LMP1 NFkB	NR2F2 inh	NCOA2 inhibitor	Vif imaging	NCOA1 inh	NCOA3 inh	TRAIL sens C8	NOD2 RIPK2 PPI	NR5A2 inv ag
Cc1nn(Cc2ccc([N+](=O)[O-])cc2)c(=O)n1-c1ccc(F)cc1	0	9	-7	-2	8	6	-2	15	-18	0	-5
CCOC(=O)[C@]12CCCC=C1N(CCC1=CCCCC1)C(=O)[C@H](CC(=O)NCc1cccc(C(F)(F)F)c1)C2	nt	nt	nt	-8	-6	nt	nt	nt	9	-23	13
O=C(c1ccc(O)cc1)c1ccc(C(=O)c2ccc(O)cc2)cc1	40	-5	4	-2	-8	-23	-5	-14	4	-5	14
O=C(c1ccc(C(=O)N2CCCc3ccccc32)s1)N1CCCc2ccccc21	2	-9	1	-4	2	-2	-7	4	-4	6	-27
COc1ccc(CN2CCCN(S(=O)(=O)c3ccc(Br)cc3)CC2)cc1	9	2	0	2	-32	-2	10	-2	3	4	14
COc1ccc(-c2cc(C(=O)NCCCN3CCOCC3)c3ccccc3n2)cc1OC	0	4	3	-25	9	nt	30	6	3	-3	4
NC1=NC(=O)/C(=C/c2cn(Cc3ccccc3)c3ccccc23)S1	-47	7	-5	-39	-45	-18	3	2	6	-3	-5
COC(=O)c1ccccc1NC(=O)CN1CCC(C)CC1	13	-4	0	7	-8	-1	0	13	-3	3	-3
Nc1nc(SCC(=O)NCc2ccc(F)cc2)[nH]c(=O)c1NC(=O)c1ccc(Cl)cc1	12	10	2	-6	0	11	-17	15	0	-3	1
CC1CN(S(=O)(=O)c2cccc(C(=O)NN3CCN(C)CC3)c2)CC(C)O1 (stereo not drawn)	-8	-4	1	-1	1	-7	-23	4	0	-3	3
CC(C)=CC[N+]1(C)CCCCC1	8	4	1	-6	-5	-6	-10	2	2	-6	12
CC1C(=O)Nc2ccc(S(=O)(=O)N3CCCCCC3)cc21 (stereo not drawn)	-4	0	18	-7	-7	nt	-7	-3	0	-4	-9
Cc1ccc(S(=O)(=O)N[C@H](C(=O)N2CCC(C(=O)N3CCC[C@H]3C(=O)O)CC2)C(C)C)cc1	3	3	-2	6	7	-6	-5	11	-4	1	-7
NS(=O)(=O)OCCCc1ccc(C(F)(F)F)cc1	0	7	4	-19	-13	-3	-4	-5	5	-5	13
CSCC[C@H](NC(=O)Nc1ccc(OC(F)(F)F)cc1)C(=O)O	-5	5	8	-3	4	19	-2	10	1	1	5
COc1ccc(-n2ncc3c(NC(C)C)ncnc32)cc1	27	5	37	-23	-37	3	-83	-95	42	4	-121
COc1ccc(C(=O)OC(C)C(=O)NC(C)CCc2ccccc2)cc1[N+](=O)[O-] (stereo not drawn)	-6	3	-6	-21	-10	-6	-5	-10	10	-4	-9
CSc1cccc(NC(=S)N(Cc2ccc(C)cc2)Cc2cccnc2)c1	8	-10	8	0	-28	-2	-1	9	-7	-4	13
C(=N\N1CCN(Cc2ccccc2)CC1)/c1cccs1	-52	2	-11	-30	-6	-1	-81	-33	-13	-3	-11
C=CCOc1ccc(CNC(C)(C)CO)cc1OCC	2	-5	-11	11	4	0	-29	19	4	1	-2
Cc1ccc(SC2=C(N(C)C)C(=O)c3ccccc3C2=O)cc1	28	-3	0	8	-10	-12	-5	-2	17	-14	27
COc1cccc(OCC(=O)NNC(=O)c2ccc3ccccc3c2O)c1	14	3	4	9	-10	12	-13	-5	11	-7	16
O=C(CC1C[C@H](C(=O)N2CCCCC2)[C@@]2(CCc3ccccc3)c3[nH]c4ccccc4c3CCN2C1=O)NCCc1ccccn1 (stereo partly drawn)	7	3	69*	-6	-21	nt	9	-8	0	0	19
C/C(=N\NC(N)=O)c1c(F)cccc1F	-2	-9	7	8	2	-1	-4	10	-17	1	5
C/C(=N\Nc1nc(C)cc(C)n1)c1ccc(N2CCOCC2)cc1	-3	-2	-7	2	-29	-4	-11	-13	2	1	-26
O=C(NNC(=O)c1ccc(-c2ccc([N+](=O)[O-])cc2)o1)c1ccncc1	-32	-1	-18	-22	4	25	-13	-6	-1	-6	13
CCCCn1c(N)c(N(CC(C)C)C(=O)c2cc3ccccc3cc2OC)c(=O)[nH]c1=O	-8	-1	-14	0	3	6	-14	5	11	-12	-9
COC(=O)c1c(NC(=O)CC2Nc3ccccc3NC2=O)sc(C)c1C (stereo not drawn)	7	-5	-31	-7	-4	4	17	16	-21	-10	21
CC1(C)Cc2c(sc(NC(=O)c3ccco3)c2C#N)CO1	-35	-11	6	-50	-72	-2	-116	-116	42	-9	-137
CC(=O)N(O)c1ccc(C=Cc2ccccc2)cc1	-47	nt	nt	-39	-49	-1	-119	-70	19	-2	-54
CCOC(=O)c1sc(N)nc1C(F)(F)F	-8	1	-3	8	-5	-2	7	-4	-19	-17	0
O=c1c2cccnc2[nH]c(=S)n1CCCN1CCN(c2ccccc2F)CC1	4	-5	-11	-6	-17	14	-2	-4	21	-5	-23
Cc1ccc(C)c(OCc2ccc(C(=O)NN)o2)c1	5	4	-4	8	13	9	11	23	-1	2	-4
COc1cc2sc(-c3ccccc3OC)c(-c3ccc(OCCN4CCOCC4)cc3)c2cc1OC	23	-7	-9	nt	nt	2	-4	2	-6	3	12
Cc1csc(SCC(=O)N(C)c2c(N)n(Cc3ccccc3)c(=O)[nH]c2=O)n1	15	-22	1	-6	-19	-3	-1	-24	2	2	5
COc1ccc(S(=O)(=O)N2CCC(C(=O)Oc3cccc(C)c3)CC2)cc1OC	18	7	0	-12	5	-2	1	11	5	-15	4
COc1ccc(N2CCN(C(=O)CN(C)S(=O)(=O)c3ccc4c(c3)c(=O)n(C)c(=O)n4C)CC2)cc1	-7	-1	-1	3	-12	-4	3	22	-1	1	0
CCN(CC)CCNC(=O)c1ccc(NC2=NC3CS(=O)(=O)CC3S2)cc1 (stereo not drawn)	-16	-4	-9	4	-11	nt	4	-4	1	8	7
CCOC(=O)CSc1nc(=O)n2ccc(C)cc2n1	-5	-1	-2	-2	19	0	6	7	-5	5	8
Cc1ccc(C(=O)OCC(=O)NCC2COc3ccccc3O2)cc1 (stereo not drawn)	-1	-1	0	-3	-18	-4	-1	13	4	-9	18
Cc1cccc(NC(=O)c2ccc(-n3ccnc3)nc2)c1	-2	2	-2	-2	-18	2	-12	-18	8	-10	-45
Nc1c(N(Cc2ccco2)C(=O)COc2ccc(Cl)cc2)c(=O)[nH]c(=O)n1Cc1ccccc1	14	7	-26	3	-1	-10	-22	-9	13	1	3
O=C(CC1C(=O)NCCN1C/C=C/c1ccccc1)NCCc1ccncc1 (stereo not drawn)	1	5	8	6	-11	7	-12	-8	-12	1	-5
CC(C)(C)OC(=O)C[C@@H]1C/C=C\C[C@@H](CC(=O)N(CCO)Cc2ccccc2)C(=O)NCCOC1=O	-6	-19	-4	-2	-14	0	7	-3	-4	-2	10
O=C(COc1ccccc1)Nc1ncc2c(n1)CCCC2=O	1	0	-7	-2	-23	10	3	-2	-9	-6	10
Cn1c(=O)[nH]c(=O)c2c1nc(N/N=C/C(Br)=C/c1ccccc1)n2CCO	18	3	3	-6	-3	2	-1	-5	1	-5	10
Nn1c(SCC(=O)NC2CCS(=O)(=O)C2)nnc1-c1ccco1 (stereo not drawn)	-19	-2	0	9	-2	16	2	8	-22	-7	-3
O=C(CNC(=O)c1cccs1)NCC(=O)OCc1ccc(Cl)cc1	-29	-1	-9	8	6	13	-21	-37	-6	-6	-6
CCOc1ccc(CCNC(=O)CCS(=O)(=O)c2ccc(OC)cc2)cc1OCC	7	1	1	0	9	-5	10	9	-2	0	-13
S=c1nc(NCc2ccc3c(c2)OCO3)c2ccccc2[nH]1	-27	3	-4	2	-15	-7	-2	-4	-7	-2	19
N#Cc1cnc2sc3ccccc3n2c1=N	-41	-4	-8	-39	-48	17	-78	-85	5	-9	-39
CN(C)c1cccc(C(=O)NCC2CCCO2)c1 (stereo not drawn)	-24	5	-5	-13	-20	20	-14	-14	-5	-6	-40
N#C/C(=C\c1cccc(O)c1)C(=O)Nc1ccc2c(c1)OCCO2	5	-5	5	8	-9	-1	-54	1	13	-10	7
O=C(Nc1ccc(NC(=O)c2ccccc2F)cc1)c1ccccc1F	-19	-11	-7	2	11	-2	-7	-1	8	-4	-18
CCCN(CC(=O)Nc1ccccc1C)C(=O)/C=C/c1cccs1	1	-9	7	24	-1	0	2	-8	-24	6	9
O=C(CN1C(=O)NC2(CCc3ccccc32)C1=O)NCCc1ccccc1 (stereo not drawn)	18	-11	15	16	6	?	1	14	-4	0	-19
CCc1ccc(NC(=O)CCNC(=O)Cn2ccc3ccccc3c2=O)cc1	-5	1	-5	3	-8	-19	7	-2	-6	-3	6
O=C(NCCN1CCOCC1)c1ccccc1Oc1ccccc1	-1	-2	-14	7	3	nt	-12	8	4	-6	-2
O=c1c2ccccc2nc2n1CCCN2	-19	-4	3	1	-6	-5	-13	3	5	-3	5
CCCCn1c(NC(C)CC)nc2c1c(=O)[nH]c(=O)n2C (stereo not drawn)	-4	0	-1	-12	17	-6	11	10	-19	-8	-6
(further entries)
SMILES	TROY NFkB inh	TLR9-MyD88 inh	EBV LMP1 NFkB	NR2F2 inh	NCOA2 inhibitor	Vif imaging	NCOA1 inh	NCOA3 inh	TRAIL sens C8	NOD2 RIPK2 PPI	NR5A2 inv ag
CCCOc1ccc(/C=C/C(=O)N2CCN(c3ccccn3)CC2)cc1	-1	-8	0	-6	-5	3	-19	11	-17	5	13
O=C(/C=C/c1cccc([N+](=O)[O-])c1)Nc1ccc(NC(=O)c2cccs2)cc1	34	11	-50	9	-10	-1	-10	20	-3	-13	15
CCc1ccc(N2CCN(C(=O)c3ccc(OC)c(OC)c3)CC2)cc1	9	-8	17	18	-14	-8	10	-10	14	-7	6
Nn1c(SCC(=O)NC(=O)NCc2ccco2)nnc1-c1ccc(OC(F)F)cc1	7	0	-1	-1	-18	0	-11	1	-2	3	18
CCC(CC)C(=O)Nc1cccc(C(=O)NCc2ccco2)c1	9	1	-7	-4	-11	1	-1	-1	-10	0	-5
COc1ccc(C(=O)CSc2nnc(CCc3ccccc3)n2-c2ccccc2)cc1	-3	-4	5	17	-3	-7	-2	6	0	0	-4
Clc1ccc2nc(N3CCCCC3)[nH]c2c1	-40	-5	-20	-49	-29	0	-119	-91	48	-4	-183
Cc1ccc(Cc2c(-c3ccccc3)nc3c4ccccc4ccn23)cc1	67*	nt	nt	-8	-55	nt	nt	nt	-14	7	-17
CCc1ccc(C(C#N)=CC=Cc2ccccc2)cc1	-54	-16	-10	-19	-28	-1	-40	-55	12	-7	3
Cc1c(C)n(CCc2ccccc2)c2ncnc(NCCCN(C)C)c12	-24	14	3	10	-29	5	-9	-9	17	-5	-7

Entries of single compounds as entered above. Values in the order: TROY NFkB inh, TLR9-MyD88 inh, EBV LMP1 NFkB, NR2F2 inh, NCOA2 inhibitor, Vif imaging, NCOA1 inh, NCOA3 inh, TRAIL sens C8, NOD2 RIPK2 PPI, NR5A2 inv ag
`Clc1ccc2nc(N3CCCCC3)[nH]c2c1` is listed as -40, -5, -20, -49, -29, 0, -119, -91, 48, -4, -183
`CCC(CC)C(=O)Nc1cccc(C(=O)NCc2ccco2)c1` is listed as 9, 1, -7, -4, -11, 1, -1, -1, -10, 0, -5
